# Source: PubChem BioAssay
# uPA generation – qHTS for Inhibitors of Cell Surface uPA Generation. cell surface uPA generation assay, qHTS. Potency, µM (doses to about 38.3 µM), without a hit: at the highest dose activity change, negative = inhibition, actives largely listed as inhibitors. hit rate 0.31% among 330,000; active means well fitted inhibition curve with a large enough effect; inconclusive means small, poorly fitted or top-dose-only effect; inactive means no such curve, though single readings can be large or run the other way; tested in mouse RAW 264.7 cells; further: on the % scale 0 is the no-effect control and ±100 the full control effect; nearly all actives have a fitted effect of over 55% in size
# BRCA1 expr up – qHTS Assay to Identify Small Molecule Activators of BRCA1 Expression. hit rate 1.1% among 380,000. AID 624202, 2012. MCF7-BRCA1-FFLuc reporter, luminescence, 48 h; response scale: scaled: vehicle 0%, 10 µM genistein 100%. Potency, µM (top dose mostly 46.1 µM), for inactives: top-dose activation, hits mostly activators; further: nearly all actives have a fitted effect of over 80% in size; some results filed as inactive show a strong effect at the top dose
#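 MCF7-BRCA1-FFLuc, 2000 cells/well; 2 h attach, 37 °C/5% CO2; compound 48 h; luciferase substrate 15 min; luminescence end-point. Norm. to genistein 10 microM max activation and DMSO; concentration-response curves fitted.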
# Rab9 promoter act – qHTS Assay for Rab9 Promoter Activators | Potency, µM (doses to about 9.22 µM), inactives show at the top dose activation, negative = inhibition, most hits filed as activators | hit rate 2.8% among 320,000 | Huh7 Rab9 promoter-luciferase reporter, luminescence, 24 h; further: % of control where 0% means no effect; nearly all actives have a fitted effect of over 60% in size
#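 Luminescence from Amplite-detected luciferase (10 minutes, ambient) reports Rab9 promoter activation. Before that, stable Rab9-luciferase Huh7 cells (1500/well, reduced-serum OP-MEM I plus 10% FBS) were exposed to compound for 24 hours at 37C.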
# RORgamma inh – qHTS for inhibitors of ROR gamma transcriptional activity. Nuclear receptor ROR-gamma (Mus musculus), P51450. Drosophila S2 Gal4-RORgamma UAS-luciferase reporter, 20 h. Potency, µM (doses to about 53.6 µM), without a hit: at the top dose activity change, negative = inhibition, usual class: inhibitors. hit rate 5.4% among 310,000. AID 2551, 2010; further: on the % scale 0 is the no-effect control and ±100 the full control effect; nearly all actives have a fitted effect of over 60% in size
#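 A Gal4/UAS one-hybrid system in insect cells: metallothionein-promoter Gal4–ROR gamma fusion plus Photinus luciferase reporter. Copper sulfate 700 uM final, 20 hr ambient incubation, luminescent detection after 10 min with reagent.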
# MBNL1-CUG inh – qHTS Assay for Inhibitors of MBNL1-poly(CUG) RNA binding; TR-FRET MBNL1-His/biotin-(CUG)12 binding, 665/545 ratio; Muscleblind-like protein 1 (Homo sapiens), Q9NR56; AID 2675, 2010; hit rate 0.036% among 280,000; Potency, µM (top dose mostly 57.5 µM), inactives show top-dose activity change, negative = inhibition, most hits filed as inhibitors; active means well fitted inhibition curve with a large enough effect in the signal ratio, with a control signal flat, not every such curve was filed as active; inconclusive means small, poorly fitted or top-dose-only effect, or effect the other way, or a change in a side signal; inactive means no such curve, though single readings can be large or run the other way; the % refers to the signal ratio; further: on the % scale 0 is the no-effect control and ±100 the full control effect
# Target sequence (Q9NR56 whole entry, looked up): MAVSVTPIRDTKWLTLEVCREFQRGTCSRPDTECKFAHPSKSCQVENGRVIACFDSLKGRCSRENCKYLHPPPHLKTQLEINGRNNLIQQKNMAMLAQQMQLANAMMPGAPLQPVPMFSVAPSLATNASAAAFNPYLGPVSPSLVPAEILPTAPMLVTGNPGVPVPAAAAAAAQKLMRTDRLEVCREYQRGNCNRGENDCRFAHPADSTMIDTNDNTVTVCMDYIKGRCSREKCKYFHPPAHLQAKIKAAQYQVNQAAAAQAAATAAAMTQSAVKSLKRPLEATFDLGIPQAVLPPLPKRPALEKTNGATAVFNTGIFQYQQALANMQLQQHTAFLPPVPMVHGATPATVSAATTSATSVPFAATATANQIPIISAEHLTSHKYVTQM
#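 Compounds (final 92 nM to 58 uM) are added to His-tagged MBNL1 and biotin-(CUG)12, then terbium anti-His antibody and streptavidin-XL665 (5 nM final). After 60 min at room temperature, the 665/545 nm ratio is read.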
# ELG1 genotox – qHTS screen for small molecules that induce genotoxicity in human embryonic kidney (HEK293T) cells expressing luciferase-tagged ELG1. HEK293T ELG1-luciferase reporter, luminescence, 16 h. hit rate 1.3% among 330,000. Potency, µM (doses to about 46 µM), without a hit: at the top dose activity change, positive = activation, usual class: activators; further: % of control where 0% means no effect; nearly all actives have a fitted effect of over 60% in size
#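 DMSO vehicle served as control against compound-treated ELG1-luciferase HEK293T cells; exposure lasted 16 hr at 37 °C and 5% CO2, followed by ONE-Glo luminescence detection after 30 min.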
# NPC1 promoter act – qHTS Assay for NPC1 Promoter Activators | Huh7 NPC1 promoter luciferase reporter, 24 h | Potency, µM (series often up to 9.22 µM), for inactives: at the top dose activation, actives largely listed as activators | hit rate 2.4% among 320,000;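 further: % of control where 0% means no effect; nearly all actives have a fitted effect of over 60% in size; reporter is driven by a mutant NPC1 promoter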
#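 NPC1 promoter–luciferase Huh7 cells; 24 h compound; luminescence.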
# FLuc counter – qHTS profiling assay for firefly luciferase inhibitor/activator using purifed enzyme and Km concentrations of substrates (counterscreen for miR-21 project) | Luciferin 4-monooxygenase (Photinus pyralis), P08659 | AID 588342, 2011 | purified FLuc, Km substrates, luminescence inhibition | Potency, µM (highest dose often 57.5 µM), without a hit: top-dose activity change, negative = inhibition, hits mostly inhibitors | hit rate 6.9% among 360,000;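 further: plate controls were vehicle for no effect and reference inhibitor for full effect; nearly all actives have a fitted effect of over 55% in size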
# Target sequence (P08659 whole entry, looked up): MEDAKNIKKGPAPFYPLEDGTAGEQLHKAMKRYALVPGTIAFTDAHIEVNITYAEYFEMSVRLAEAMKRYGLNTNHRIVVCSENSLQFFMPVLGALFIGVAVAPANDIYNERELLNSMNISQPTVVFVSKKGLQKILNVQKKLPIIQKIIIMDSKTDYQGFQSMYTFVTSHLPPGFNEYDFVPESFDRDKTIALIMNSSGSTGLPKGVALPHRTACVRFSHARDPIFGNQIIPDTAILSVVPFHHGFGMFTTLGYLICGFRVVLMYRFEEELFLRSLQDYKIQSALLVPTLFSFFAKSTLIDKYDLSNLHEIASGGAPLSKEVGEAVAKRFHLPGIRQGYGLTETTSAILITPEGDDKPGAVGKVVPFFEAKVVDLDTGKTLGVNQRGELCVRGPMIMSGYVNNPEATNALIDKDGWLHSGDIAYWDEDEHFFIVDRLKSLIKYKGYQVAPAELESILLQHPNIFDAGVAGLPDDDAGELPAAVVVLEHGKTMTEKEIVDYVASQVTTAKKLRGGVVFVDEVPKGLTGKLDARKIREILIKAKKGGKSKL
#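 Biochemical qHTS of compounds, final roughly 60 µM downward over six points, against 10 nM purified firefly luciferase using Km concentrations of substrates (10 uM D-luciferin, 10 uM ATP) in Tris acetate pH 7.5 buffer; luminescence output.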
# p53 reactivation – qHTS assay for re-activators of p53 using a Luc reporter; H1299 p53-A138V BP100-luciferase reporter, luminescence, 24 h; Potency, µM (doses to about 92.2 µM), without a hit: top-dose activity change, positive = activation, most hits filed as activators; hit rate 0.063% among 320,000; further: % of control where 0% means no effect; nearly all actives have a fitted effect of over 45% in size
#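 H1299 (p53-null), stable ts p53-A138V + BP100-Luc; 1000 cells/well, Opti-MEM/10% FBS; cpd 4 pt, 1:5; 24 h, 37 deg C, 5% CO2; detection reagent 10 min RT; luminescence.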
# VP16 counter – VP16 counterscreen qHTS for inhibitors of ROR gamma transcriptional activity; AID 2546, 2010; hit rate 3.5% among 310,000; Drosophila S2 Gal4-VP16 UAS-luciferase, luminescence, 20 h; Potency, µM (top dose mostly 53.6 µM), inactives show at the top dose activity, negative = inhibition, most hits filed as inhibitors;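 further: Gal4-VP16 expression switched on by copper sulfate through the metallothionein promoter; on the % scale 0 is the no-effect control and ±100 the full control effect; nearly all actives have a fitted effect of over 50% in size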
# * marks the source's active call; other numbers are inactive results; u = inconclusive; x = not tested or not shown; & = joins results of further samples; [ ] = remark or other dose. Unless noted, the call rests on the fitted dose curve; in most records, active means well fitted curve in the direction sought with a large enough effect; inconclusive means small, poorly fitted or top-dose-only effect, or another doubt; inactive means no such curve, though single readings can be large; an effect the other way counts as inactive or inconclusive. Potency means the concentration at half of the fitted maximal effect.
cpd	Molecule	uPA generation	BRCA1 expr up	Rab9 promoter act	RORgamma inh	MBNL1-CUG inh	ELG1 genotox	NPC1 promoter act	FLuc counter	p53 reactivation	VP16 counter
1	CC(C)OC(=O)C1C2C=CC3(CN(CC4CCCO4)C(=O)C13)O2 (stereo not given)	0.3%	-23.1%	-4.0%&2.3%	-17.2%&-3.3%	6.5%&-4.3%	0.2%	-1.2%&-1.0%	0.0%&2.9%	2.0%	-0.5%&0.7%
2	O=C(CCC(=O)NNc1nc2ccccc2c2nc(-c3ccccc3)nn12)NCCCN1CCOCC1	-1.2%	-16.0%	-2.9%	-0.8%	8.1%	0.1%	-2.3%	u	12.0%	-14.1%
3	COc1ccc(/C(C)=N/NC(=O)c2nc(C)cc(C)n2)cc1	-2.7%	u	u	7.4%	6.2%	5.62µM*	u	23.9µM*	u	9.2%
4	COc1ccc(OCC(=O)NNC(=S)NC(=O)C2CC2)cc1	-1.3%	-0.4%	-2.2%	-13.3%	4.4%	-2.6%	-3.6%	u	-3.4%	5.6%
5	Cc1ccc2c(C(=O)CCl)c(C)[nH]c2c1	-14.6%	-76.1%	-10.3%	-27.5%	-1.6%	-0.2%	-3.5%	2.4%	-16.1%	u
6	Cc1ccc(C(=O)N/C(=C\c2ccc(-c3cccc([N+](=O)[O-])c3)o2)C(=O)NCCCN(C)C)cc1	5.3%	-11.5%	-1.0%	-6.6%	u	9.7%	-0.1%	3.2%	x	-23.0%
7	Cc1nc(NCCc2ccccc2)c2nnn(Cc3ccccc3)c2n1	0.1%	-10.9%	-0.5%	-18.9%	0.9%	4.9%	0.3%	0.3%	u	-15.2%
8	COc1ccccc1C(=O)OCC#CCSc1nnc(-c2cccc3ccccc23)o1	-2.7%	0.9%	-2.1%	x	x	0.4%	1.5%	u	-2.1%	x
9	Cc1cccn2c(=O)c3cc(C(=O)NC4CCCCC4)n(C)c3nc12	0.4%	0.4%	-7.2%	-3.0%	15.9%	x	-27.9%	-1.2%	x	3.7%
10	O=C1Nc2ccccc2Nc2ccccc21	7.9%	-6.5%	-2.6%	1.7%	-5.4%	-6.7%	0.1%	-2.1%	-4.7%	10.1%
11	CCN(C(=O)CSc1nnc(-c2ccccc2C)n1C)c1c(N)n(Cc2ccccc2)c(=O)[nH]c1=O	2.3%	0.0%	-2.9%	x	x	4.3%	2.8%	-1.9%	-0.5%	x
12	O=C(Nc1ccc2oc(-c3ccccc3F)nc2c1)c1ccco1	-0.5%	u	1µM*	-3.5%	-2.9%	u	1.58µM*	6.01µM*	1.1%	u
13	N#Cc1c(N2CCN(C(=O)c3ccco3)CC2)nc(-c2ccccc2)c2c1CCCC2	u	-80.3%[inhibitor]	7.2%	u	6.7%	-12.4%	0.0%	1.2%	-17.4%	u
14	Cn1c(=O)c2c(nc(NCc3ccco3)n2CC(O)COc2ccccc2)n(C)c1=O (stereo not given)	-9.4%	-14.3%	3.7%	u	-0.7%	-2.5%	1.0%	2.4%	-11.3%	u
15	Cc1ccc(-n2c(-c3nn(C)cc3Cl)n[nH]c2=S)cc1	6.1%	26.0%	0.8%	u	-3.4%	0.9%	1.4%	-1.6%	0.4%	-18.7%
16	O=C(CCS(=O)(=O)c1ccccc1)Nc1nc(-c2ccc(F)cc2)cs1	-8.2%	-22.6%	17.0%	-41.9%	-8.9%	2.9%	-0.1%	-2.9%	-3.7%	u
17	O=C(c1cccs1)n1nc(-c2ccccc2)nc1NCc1ccco1	2.8%	13.3%	-6.7%	u	5.1%	1.9%	16.1%	0.6%	u	-5.5%
18	CNc1ccccc(-c2ccc3ccccc3n2)c1=O	-10.0%	73.4%	3.55µM*	-36.5%	22.8%[11.5 µM]	u	u	9.53µM*	u	-29.4%
19	COc1ccc2c(c1)c1ncn(CCCN3CCOCC3)c(=O)c1n2C	x	4.5%	3.2%	-27.8%	8.4%	6.0%	1.3%	2.9%	0.2%	2.0%
20	Cc1ccc(NC(=O)C(=O)NNC(=O)c2ccccc2C)cc1Cl	-5.2%	6.7%	-0.9%	u	-3.0%	-1.1%	1.1%	-9.5%	-3.4%	-23.4%
21	COc1ccc(-c2csc(NC(=O)[C@H](C)N3C(=O)C4CC=CCC4C3=O)n2)cc1OC (stereo not given in full)	-5.6%	-19.7%	x	x	x	-5.6%	x	x	0.5%	x
22	Cc1cc(C)n(-c2ccc(NC(=O)C3CCN(Cc4cc(C)c(C)o4)CC3)cc2)n1	-12.4%	-23.9%	-6.7%	1.3%	-5.2%	-6.2%	0.6%	2.0%	16.3%	-11.2%
23	COc1ccc(CCNC(=O)CSc2nc3ccccc3c3nc(CCN4CCCCC4)nn23)cc1OC	-1.9%	-5.7%	0.5%	-20.2%	-6.2%	6.7%	-2.8%	1.0%	11.2%	-5.8%[10 µM]
24	COCCN(C(=O)COC(=O)CCC(=O)c1ccc(C)cc1)c1c(N)n(Cc2ccccc2)c(=O)[nH]c1=O	3.4%	0.4%	-2.2%	u	3.0%	0.4%	3.7%	-18.3%	2.6%	1.2%
25	O=[N+]([O-])c1cccc(CSc2cccc[n+]2[O-])c1	7.9%	-11.9%	-0.5%	0.8%	u	1.4%	-6.2%	-2.4%	2.7%	-1.4%
26	O=C(CSc1nnc(CNC(=O)c2ccccc2)o1)NCc1ccc(F)cc1	-6.1%	-21.7%	-2.1%	23.2%	1.6%	0.1%	-1.7%	-3.2%	4.6%	7.7%
27	COc1nnc(-c2ccc(N3CCOCC3)c(NC(=O)c3ccc(C)cc3)c2)c2ccccc12	-5.1%	-1.5%	-2.1%	u	-8.5%	-11.3%	-1.9%	3.2%	-3.2%	-3.1%
28	COc1cccc(NC(=O)COC(=O)c2sccc2C)c1	1.0%	-13.2%	x	x	x	u	x	x	u	x
29	Cc1ccc2c(c1)[C@@H]1[C@H](CO2)[C@H](c2ccccc2)[C@@]2(C)C(=O)N[C@H](C)C(=O)N12	2.3%	0.2%	x	x	x	-1.2%	x	x	-0.5%	x
30	COc1ccc(NC(=O)C2CCCN(S(C)(=O)=O)C2)cc1 (stereo not given)	2.1%	24.2%	0.3%	-5.3%	8.1%	4.2%	-2.8%	2.2%	-2.4%	-8.5%
31	Cc1cccc(NC(=O)COn2nnc3ccc(S(C)(=O)=O)cc32)c1	-9.4%	4.0%	-2.5%	-2.1%	x	0.0%	-3.1%	-2.5%	2.1%	-0.8%
32	CCc1nnc(NC(=O)c2cccs2)s1	-22.3%	12.6µM*	u	u	-1.1%	u	u	u	14.1%	0.8%
33	N#Cc1c(C(F)(F)F)cc(-c2ccccc2)[nH]c1=O	3.2%	-12.8%	5.0%	32.4%	21.5%	-2.0%	0.0%	-0.2%	-4.0%	-0.8%
34	CCOc1ccccc1N1CCN(CC(=O)NC(C)c2ccccc2)CC1 (stereo not given)	-2.6%	1.3%	-4.9%	-0.4%	-1.0%	-4.5%	-3.4%	-0.1%	u	-9.2%
35	O=C(Nc1ccc(N2CCCCC2)cc1)c1cncc(Br)c1	6.5%	u	u	14.0%	-1.7%	4.0%	3.55µM*	6.01µM*	6.1%	1.1%
36	CCc1ccc2c(c1)C(c1ccc(N3CCOCC3)cc1)=NNC(c1ccncc1)=N2	1.6%	-31.9%	-0.2%	20.1%	11.3%	15.5%	-9.7%	2.4%	-6.1%	3.0%
37	O=C(CN1c2cccc3cccc(c23)S1(=O)=O)NCCc1ccccc1	0.3%	-37.9%	x	x	x	-1.1%	x	x	-5.0%	x
38	COc1ccc(CCCC(=O)NC2CCCCC2)cc1	x	0.2%	1.7%	-10.0%	2.1%	0.1%	2.5%	1.5%	2.6%	1.8%
39	c1cn(CCCNc2ncnc3nc[nH]c23)cn1	5.7%	0.0%	-4.0%	-1.5%	0.4%	0.6%	0.9%	-2.3%	7.5%	21.1%
40	Cc1noc(NS(=O)(=O)c2ccc(NC(=O)c3ccc(OC(C)C)cc3)cc2)c1C	0.3%	27.1%	0.5%	38.3%	-3.3%	2.9%	-0.5%	13.5µM*	3.4%	4.2%
41	CC1CCC(=NNC(=O)Cc2ccccc2)CC1 (stereo not given)	1.2%	7.3%	4.6%	-15.0%	2.6%	1.0%	1.6%	2.1%	-3.8%	3.0%
42	O=c1c2ccccc2nnn1CSc1nc2ccccc2c(=O)n1Cc1ccco1	4.2%	6.5%	-21.6%	2.51µM*	3.0%	2.7%	-7.4%	-2.1%	-2.0%	u

# Entries of single compounds as entered above. Screens in order: uPA generation	BRCA1 expr up	Rab9 promoter act	RORgamma inh	MBNL1-CUG inh	ELG1 genotox	NPC1 promoter act	FLuc counter	p53 reactivation	VP16 counter
# Shown for Cc1ccc(-n2c(-c3nn(C)cc3Cl)n[nH]c2=S)cc1 = 6.1%	26.0%	0.8%	u	-3.4%	0.9%	1.4%	-1.6%	0.4%	-18.7%
# Shown for O=C(CCS(=O)(=O)c1ccccc1)Nc1nc(-c2ccc(F)cc2)cs1 = -8.2%	-22.6%	17.0%	-41.9%	-8.9%	2.9%	-0.1%	-2.9%	-3.7%	u
